# Source: PubChem BioAssay (several laboratories)
# rCAG binder: r(CAG) repeat RNA binding; TO-PRO-1 dye displacement fluorescence; inhibition, % at 3 µM; actives 1.3% (n = 370,000);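 active means inhibition above the plate cutoff, the mean of all test compounds on that plate plus 3 SD, cut at about 35% in these data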;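 further: 0% = DMSO alone and 100% = 100 µM mitoxantrone as full dye displacement; higher means more dye released from RNA so lower well fluorescence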
# HTRA1 inhibitor: blocks human HTRA1 serine peptidase. recombinant HTRA1, FP-rhodamine activity-based probe, fluorescence polarization. inhibition, % at 5.96 µM. actives 0.5% (n = 340,000). AID 504803; in the data active means inhibition above about 36%;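 further: 0% = enzyme with DMSO and 100% = wells lacking enzyme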
# SIAE primary: blocks human sialic acid acetylesterase; inhibition, % at 9.66 µM; AID 1053197; SIAE FP-Rh probe binding, fluorescence polarization; actives 0.69% (n = 370,000);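 active means inhibition above a cutoff: mean of compounds within the control limits plus 3 SD of those, cut at about 17% in these data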;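 further: 0% = plate median of compound wells and 100% = probe without SIAE protein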
# NR1D1 modulator: Rev-erb alpha (human) modulation; P20393; Rev-erbα–FITC-DNA binding, fluorescence polarization, 90 min; activity, % at 10 µM; actives 0.79% (n = 370,000); AID 1259318;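 active means activity above about 14%, limit read from the data; passing the limit was not always enough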;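 further: 0% = DMSO wells with 35 nM protein and 100% = DMSO wells with 750 nM protein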
# Target sequence (P20393 whole entry, looked up): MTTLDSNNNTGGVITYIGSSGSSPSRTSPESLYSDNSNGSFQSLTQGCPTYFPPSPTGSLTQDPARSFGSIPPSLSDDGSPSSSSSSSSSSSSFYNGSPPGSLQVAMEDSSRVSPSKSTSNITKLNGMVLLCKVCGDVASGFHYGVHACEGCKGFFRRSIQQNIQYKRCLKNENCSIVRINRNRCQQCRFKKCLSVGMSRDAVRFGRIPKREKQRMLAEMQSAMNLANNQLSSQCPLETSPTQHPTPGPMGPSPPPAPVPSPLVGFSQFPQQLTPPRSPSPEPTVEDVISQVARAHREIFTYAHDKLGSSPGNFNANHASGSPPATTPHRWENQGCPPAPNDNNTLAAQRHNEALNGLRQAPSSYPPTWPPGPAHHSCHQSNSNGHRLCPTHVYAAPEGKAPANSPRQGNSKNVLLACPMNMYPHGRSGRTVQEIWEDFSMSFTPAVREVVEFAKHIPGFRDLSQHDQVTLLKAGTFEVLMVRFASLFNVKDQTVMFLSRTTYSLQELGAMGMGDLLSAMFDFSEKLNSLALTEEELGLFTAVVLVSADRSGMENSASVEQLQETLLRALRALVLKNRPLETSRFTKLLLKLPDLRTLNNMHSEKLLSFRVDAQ
# TCR CD3 inh: blocks the human TCR-CD3 interaction. TAMRA-labeled TCR probe fluorescence, biochemical. inhibition, % at 9.4 µM. actives 0.37% (n = 360,000). AID 651800; in the data active means inhibition above about 19%;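 further: recombinant mutant TCR 2C K166C tagged with TAMRA read by polarization; 0% = receptor in buffer alone and 100% = receptor with positive control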
# TDP2 absorb: blocks human TDP2 phosphodiesterase activity; O95551; recombinant TDP2, T5PNP hydrolysis, p-nitrophenol absorbance 415 nm; inhibition, % at 12.8 µM; actives 0.34% (n = 370,000); AID 720702;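 active means inhibition above the mean of all tested compounds plus 3 SD, set per campaign, cut at about 25% in these data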;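 further: 0% = DMSO with enzyme and 100% = buffer with substrate but no TDP2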
#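 Evaluation: % inhibition relative to enzyme-containing and enzyme-free wells. Material: recombinant human TDP2. Benchmarks: enzyme-free and DMSO wells. Timing: enzyme reaction with compound for 2 h at 37 °C. Compound dosing: 12.8 µM only. Measured by: p-Nitrophenol epi absorbance. Reagent: T5PNP substrate at 5 mM, a TopII-DNA adduct mimic. Replication: single well per compound.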
# LEDGF integ inh: blocks HIV-1 LEDGF/p75-dependent DNA integration; actives 0.64% (n = 370,000); TR-FRET IN-LEDGF/p75 DNA integration, Eu/Cy5; inhibition, % at 3.7 µM; AID 743269;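 active means inhibition above the screen-wide mean plus 3 SD, cut at about 13% in these data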;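 further: signal is the Cy5 over europium emission ratio at 671 and 618 nm; 0% = plate median of compound wells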
# mABHD4 FP: inhibits mouse alpha/beta hydrolase domain 4 | Q8VD66 | purified mABHD4, FP-Rh probe fluorescence polarization | inhibition, % at 8.92 µM | actives 0.54% (n = 370,000) | AID 720543;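 active means inhibition exceeding the mean over every tested compound plus 3 SD, cut at about 30% in these data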;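 further: 0% = plate median of compound wells and 100% = S159A mutant with DMSO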
#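 Material: mouse ABHD4 enzyme, wild type; Benchmarks: S159A mutant high control, sample median low control; Buffer or medium: HEPES pH 7.0, NaCl, Pluronic buffer; Signal: fluorescence polarization; Read-out: percent inhibition of probe binding, normalized to plate controls; Timing: pre-incubation 45 min, probe exposure 60 min, at 25 °C; Dosing: 8.92 µM, single dose.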
# PG9 binder: binds the HIV-1 gp120 antibody PG9. TR-FRET gp120-PG9 antibody binding. inhibition, % at 6.7 µM. actives 0.43% (n = 360,000); in the data active means inhibition above about 8.5%
# PRMT1 inh: PRMT1 (human) inhibition, primary screen; recombinant PRMT1, activity-based probe fluorescence polarization; actives 1.3% (n = 370,000); Q99873; inhibition, % at 2.79 µM;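 active means inhibition above about 21% made by adding two undisclosed values, limit read from the data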
# Target sequence (Q99873 whole entry, looked up): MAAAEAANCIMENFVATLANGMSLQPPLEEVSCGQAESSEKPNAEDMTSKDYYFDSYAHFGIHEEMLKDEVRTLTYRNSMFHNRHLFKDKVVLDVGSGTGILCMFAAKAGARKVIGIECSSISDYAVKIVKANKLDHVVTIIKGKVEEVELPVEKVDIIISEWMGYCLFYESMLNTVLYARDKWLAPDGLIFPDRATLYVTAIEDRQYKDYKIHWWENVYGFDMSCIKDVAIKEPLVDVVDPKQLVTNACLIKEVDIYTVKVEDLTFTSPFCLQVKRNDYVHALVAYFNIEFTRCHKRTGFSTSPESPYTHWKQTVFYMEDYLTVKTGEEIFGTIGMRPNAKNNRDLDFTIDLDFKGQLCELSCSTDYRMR
# * hit, by the source's call; / = not tested or not shown. Some of the compounds tested; rates above refer to the full screens.
SMILES,rCAG binder,HTRA1 inhibitor,SIAE primary,NR1D1 modulator,TCR CD3 inh,TDP2 absorb,LEDGF integ inh,mABHD4 FP,PG9 binder,PRMT1 inh
O=C(CSc1n[nH]c(-c2cccnc2)n1)Nc1ccnc2ccccc12,3,-1,-4,-4,1,4,2,7,0.8,-2
O=C(c1cc(-c2ccc(F)cc2)no1)N1CCN(Cc2ccc3c(c2)OCO3)CC1,0,-14,-2,7,-7,12,-3,0,0.4,4
COc1ccc(C(Nc2ccccn2)c2c(NC(=O)c3ccco3)sc(C)c2C)cc1OC (stereo not given),5,-12,11,1,-3,6,3,-4,0.4,0
O=C(NN1C(=O)NC2(CCCCC2)C1=O)c1ccc(Cl)s1,5,-2,-3,-4,-1,0,-2,4,2.2,-1
CCCCN(CC)Cc1ccc(CNC(=O)Nc2ccc(Cl)cc2)o1,-5,4,-1,-4,0,-10,-6,10,-1.1,2
CCOC(=O)[C@@H]1CSCCS(=O)(=O)N1Cc1ccccc1,1,/,-7,-2,/,-6,-2,2,/,2
Cc1ccc(C(=O)NC(CCc2ccccc2)C(=O)O)cc1 (stereo not given),4,3,-3,-1,-8,-1,4,6,0.4,0
CCN(CC(=O)NCc1cccs1)C(=O)/C=C/c1ccc(C)cc1,2,3,3,-6,0,0,-4,-3,1.3,1
CC1CC(=O)NN=C1c1cccs1 (stereo not given),0,-1,-2,6,3,-2,-3,-4,-2.4,-6
Cc1cccc(C)c1-n1nnnc1C1c2ccccc2C(=O)N1C1CC1 (stereo not given),-2,/,-1,3,0,6,-2,5,0.3,3
Cc1cc(Br)cc2c1N(C)C(=O)C2(c1ccc(O)cc1)c1ccc(O)cc1,1,/,-3,2,-5,7,4,-1,-4.2,-6
Cn1c(NC(=O)CC(C)(C)C)cc(=O)n(C)c1=O,0,5,1,-7,-2,7,-3,-1,0.1,2
Fc1ccc(Nc2nc(Oc3ccccc3F)nc(N3CCCC3)n2)cc1,-3,-12,-8,-2,11,4,-1,-8,-1.1,1
COCc1ccc2oc(C(=O)O)cc2c1,0,9,-6,1,4,-10,-4,5,-1.6,-2
O=C(NCCc1ccccc1)c1nnc(CS(=O)(=O)c2ccccc2)o1,8,-9,-2,2,-1,4,2,-10,0.5,-3
COc1ccc(Cn2c(CCC(=O)Nc3ccc(CC#N)cc3)nc3cccnc32)cc1,5,-1,-8,-2,-1,-8,0,0,5.0,1
O=C1NCCN1CCNS(=O)(=O)c1cc(C(F)(F)F)cc(C(F)(F)F)c1,-7,6,-6,-6,-4,-4,-4,-12,1.3,6
CCC(=O)N1CCN=C1SCc1cccc(F)c1,-4,1,10,5,-1,2,2,4,2.8,-1
CCn1cc(Cl)c(C(=O)NNC(=O)CCn2nc(C)c([N+](=O)[O-])c2C)n1,3,5,-1,-8,2,1,4,-4,0.1,4
COc1ccc(CCNC(=O)C2CCCN(S(C)(=O)=O)C2)cc1OC (stereo not given),-3,-1,-6,0,-6,3,10,4,0.0,1
CC(C)(C)c1cc(=O)n2[nH]c(N)nc2n1,1,1,-3,4,1,2,-2,-2,-2.1,-1
N#C/C(=C\c1ccc(C#N)cc1)C(=O)c1ccccc1,3,2,1,5,6,-12,1,-16,-2.8,-2
Cc1cccc(OCC(=O)O/N=C(\N)c2ccc(Br)cc2)c1,1,3,4,-2,4,-6,3,2,-0.5,-2
CC1CCCN(S(=O)(=O)c2ccc(NC(=O)CCN3C(=O)c4ccccc4C3=O)cc2)C1 (stereo not given),5,-7,-15,-3,-4,1,-1,-9,-0.9,-2
O=C(Nc1cccc(OC(=O)c2ccco2)c1)c1ccco1,1,2,2,2,0,4,0,-2,-2.1,1
CCOCC(=O)Nc1nc(C)cc(C)n1,-3,5,1,-2,9,2,0,-1,0.0,1
OC(c1ccc(Cl)cc1)c1nnc(-c2ccccc2)o1 (stereo not given),-5,-11,-5,3,-4,-9,1,-8,2.9,0
COC(=O)CCCC1=CC2=CC(=O)C(C)(OC(=O)c3cccs3)C(=O)C2=CN1Cc1ccccc1 (stereo not given),8,24,2,-4,11,16,1,16,0.6,7
COc1ccc(N(C(=O)CNC(=O)c2ccco2)C(C(=O)NC2CCCC2)c2cccnc2)cc1 (stereo not given),-3,2,-2,5,-10,-11,13,-11,-2.9,-3
C=C(C)CSc1nnc(-c2ccccc2)n1N,5,0,9,7,2,7,2,-18,-1.1,-2
CCC(=O)NC(Cc1ccccc1)c1nc2ccccc2[nH]1 (stereo not given),1,9,-1,1,5,4,0,-1,-1.8,0
Cc1cc(C)cc(NC(=O)[C@@H](NC(=O)c2ccco2)C(C)C)c1,1,0,-4,1,-1,3,-1,2,-0.9,-1
COc1ccc(CCNC(=O)c2cc(-c3ccco3)nc3ccccc23)cc1,28,/,-10,-3,5,-7,9,-19,-1.6,40*
COc1ccc(-c2nnc(N(C)C(=O)c3cccnc3)s2)cc1,1,-11,-4,1,0,-8,0,-3,-0.6,1
Cc1ccc2nc(NCCCN3CCOCC3)c(C=NCCCN3CCOCC3)c(=O)n2c1,2,0,1,-4,3,-1,-2,5,0.6,3
COc1ccc(CN(C)C(=O)c2ccccc2Sc2ccccc2C#N)c(OC)c1,-4,-13,-7,4,3,4,0,2,1.5,-2
Cc1ccc(S(=O)(=O)N(C)CC(=O)O/N=C(\N)c2ccccn2)cc1,-3,4,-1,0,6,-3,0,-2,0.7,-4
CCOC(=O)N1CCN(C(=O)c2ccc3c(=O)n(Cc4ccc(OC)cc4)c(=S)[nH]c3c2)CC1,0,-7,-4,-2,2,-3,3,-12,-3.6,0
COc1ccc(S[C@@H](CCN2CC[C@H](NC(=O)OCc3ccccc3)CCC2=O)c2ccccc2)cc1,-3,-62,5,4,9,2,-3,-10,-2.5,1
CC(=O)c1ccc(OCC(=O)Nc2ccccc2N2CCCC2)cc1,-7,-3,14,5,-6,-6,3,3,0.1,-2
COc1ccc(/C=N/n2cnc3c(sc(=S)n3-c3ccccc3)c2=O)cc1,-2,-6,-4,-1,-2,-11,-3,0,-0.9,-1
Cc1ccc(C2C(C#N)=C(N)Oc3cc4c(cc32)OCO4)cc1 (stereo not given),7,13,2,3,-5,-6,7,28,0.0,9
C[C@@H](C(=O)O)[C@H]1C[C@]1(C)[C@H](NC(=O)OCc1ccccc1)c1ccccc1,12,-3,-4,-4,-13,-22,4,-8,-1.9,-2
CCCCN(C)Cc1c(C)[nH]c2c(Cl)cccc2c1=O,-2,1,-3,6,-4,10,0,3,0.2,0
O=C(Nc1ccccc1Cl)c1cc(=O)c2ccccc2o1,1,-2,10,5,7,13,-1,0,-1.9,-1
CC1c2ccsc2CCN1C(=O)NC(=O)c1ccc(Cl)cc1 (stereo not given),-3,/,10,-8,-4,-10,1,-5,-1.1,-5
c1ccc(C2=NNC(=NCc3ccc4c(c3)OCO4)SC2)cc1,8,-13,10,1,1,-7,-2,10,-1.1,16
O=C(Cc1ccsc1)N1CCc2c([nH]c3ccccc23)C1c1ccccn1 (stereo not given),2,-6,-8,1,5,-10,-5,-2,0.6,15
Cc1ccc(NC(=O)CN(C)C(=O)C(c2ccccc2)c2ccccc2)cc1,0,-9,13,-2,-8,8,-3,-6,-0.1,0
O=C(O)c1ccc(NCc2nc3ccccc3n2Cc2ccccc2)cc1,1,-1,0,-3,7,-10,0,0,-2.4,-6
CCOc1ccccc1N1CCN(C(=O)c2ccc3c(c2)OCO3)CC1,-5,5,6,2,11,5,-1,4,-1.0,-2
COc1ccc(C(C(=O)NC2CCCC2)N(CCO)C(=O)Cn2nnc(-c3ccc(C)o3)n2)cc1OC (stereo not given),3,1,-2,7,-3,-4,-8,-1,1.7,5
O=C(CSCc1c(Cl)cccc1Cl)NCC1CCCO1 (stereo not given),-7,-2,-4,1,5,-2,0,5,0.3,-3
CCOP(=O)(/C(C#N)=C(\C)O)c1ccccc1 (stereo not given),-3,5,-6,0,-4,-7,-3,7,-1.8,1
O=C(CCn1ccc([N+](=O)[O-])n1)NC1CCCCCC1,5,-2,3,-4,6,0,2,-2,-2.4,0
COc1ccccc1CN(CC(=O)NCc1ccco1)C(=O)CNS(=O)(=O)c1ccccc1,-1,1,1,-2,-8,-5,-2,2,2.1,4
C=CCNC(=O)c1ccc(C2SCC(=O)N2Cc2ccco2)cc1 (stereo not given),8,3,-5,-2,-9,3,-1,-2,-4.3,14
c1ccc(-c2nc(N3CCCC3)nc3ccccc23)cc1,-1,-6,-3,-1,-10,-10,-2,-11,2.0,3
COc1cc(-c2c(NC(=O)c3ccco3)oc3c(C)cccc3c2=O)cc(OC)c1OC,-1,0,-5,-3,11,-9,0,2,-1.9,-1
CC1CC(C)CN(C(=O)c2ccc3ccccc3c2)C1 (stereo not given),-4,-7,-9,-2,-6,-15,0,-2,0.1,-3

# Next part:
SMILES,rCAG binder,HTRA1 inhibitor,SIAE primary,NR1D1 modulator,TCR CD3 inh,TDP2 absorb,LEDGF integ inh,mABHD4 FP,PG9 binder,PRMT1 inh
COc1ccc2nc(N/C(N)=N/C(=S)Nc3cccc(C)c3)nc(C)c2c1,10,-34,-15,4,0,-2,-1,-5,-0.3,1
Cc1cccc(C)c1NC(=O)CN(C)C(=O)CSCc1c(C)noc1C,2,2,7,-2,3,16,4,-9,-0.6,-3
COc1ccccc1NC(=O)COc1ccc(CO)cc1Cl,-3,-8,3,1,5,13,-1,-2,0.2,0
Fc1ccc(NC2=NCCCCC2)cc1,-2,2,6,-3,3,8,-3,4,1.3,2
Cc1cc(SCc2ccc(Br)cc2)nc(=O)[nH]1,1,3,6,6,2,-15,1,-4,-0.8,-2
COc1cccc(NC(=O)NCc2cccn2C)c1,9,12,7,5,-8,-5,-3,0,2.8,4
C[C@@H]1CN([C@H](C)CO)C(=O)CCCn2cc(nn2)CO[C@H]1CN(C)S(=O)(=O)c1ccc2ccccc2c1,1,0,5,-9,-2,-4,2,-1,0.5,-6
O=C(O)c1cccc(N=C2NC(=O)C(CO)(CO)S2)c1,0,-3,0,-1,1,3,-6,-4,-0.7,10
O=C(CSc1nnc(-c2ccncc2)n1Cc1ccco1)c1ccc(Cl)cc1,8,-12,0,7,1,-5,-3,1,-1.4,7
N#CCNC(=O)C1c2ccccc2Oc2ccccc21,0,2,0,8,2,-25,5,-11,-0.4,-8
CCOC(=O)c1cccc(NC(=O)CN(C)S(=O)(=O)c2ccc(Cl)s2)c1,2,/,0,0,/,-4,-2,-9,/,-1
CC(=O)Nc1cc2nc3ccccc3oc-2cc1=O,0,/,2,-2,12,1,-5,3,-3.3,4

# Profiles, quoted from the list. Values in the order: rCAG binder, HTRA1 inhibitor, SIAE primary, NR1D1 modulator, TCR CD3 inh, TDP2 absorb, LEDGF integ inh, mABHD4 FP, PG9 binder, PRMT1 inh
# COc1ccc(CCNC(=O)C2CCCN(S(C)(=O)=O)C2)cc1OC (stereo not given) in the list: -3, -1, -6, 0, -6, 3, 10, 4, 0.0, 1
# COCc1ccc2oc(C(=O)O)cc2c1 in the list: 0, 9, -6, 1, 4, -10, -4, 5, -1.6, -2
